FBPA Giardia inh: qHTS Assay for Inhibitors of Fructose-1,6-bisphosphate Aldolase from Giardia Lamblia. purified Giardia FBPA. 290,000 compounds, 0.71% hits. Potency, µM (top dose mostly 59.6 µM), without a hit: at the highest dose activity, negative = inhibition, hits mostly inhibitors. A8B2U2. AID 2451, 2010; also: potency is read from the fitted curve at half-maximal effect; % is scaled to controls: 0 for no effect and ±100 for the full control effect; nearly all actives have a fitted effect of over 55% in size
Target sequence (A8B2U2 whole entry, looked up): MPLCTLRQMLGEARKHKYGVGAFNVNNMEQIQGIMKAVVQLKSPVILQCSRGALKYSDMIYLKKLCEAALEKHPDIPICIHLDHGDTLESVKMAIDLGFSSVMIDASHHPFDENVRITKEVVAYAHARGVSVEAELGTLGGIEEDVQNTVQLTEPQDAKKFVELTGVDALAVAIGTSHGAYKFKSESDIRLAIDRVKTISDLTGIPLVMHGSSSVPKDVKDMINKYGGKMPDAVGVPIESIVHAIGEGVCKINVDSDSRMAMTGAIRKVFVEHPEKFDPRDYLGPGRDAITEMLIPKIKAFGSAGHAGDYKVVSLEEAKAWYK
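40 nM FBPA preincubated 10 min at RT with compound (up to 57.5 uM final), then substrate plus GAPDH/TPI/NAD/arsenate coupling and diaphorase/resazurin added. Fluorescence read after 20 min at RT, 525/598 nm.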
Shiga toxin inh: A qHTS for Small Molecule Inhibitors of Shiga Toxin. inhibition, % at 38.7 µM. Vero cells, Shiga toxin protein synthesis inhibition reporter. AID 2315, 2010. 290,000 compounds, 9.2% hits; in the data active = inhibition mostly above about 28%, no sharp cut-off; inactive = mostly below about 43%; also: 0% is about no effect
CHX counter: Cycloheximide Counterscreen for Small Molecule Inhibitors of Shiga Toxin; max response, %; cell reporter, cycloheximide protein synthesis inhibition counterscreen; 300,000 compounds, 12% hits; AID 2314, 2010; in the data active = max response mostly above about 13%, no sharp cut-off; inactive = mostly below about 14%; also: read at 38.3 µM for the half of the compounds with a filed dose; 0% is about no effect
Pf growth 96h: Primary qHTS for delayed death inhibitors of the malarial parasite plastid, 96 hour incubation; Potency, µM (doses to about 28.7 µM), for inactives: top-dose activity change, negative = inhibition, actives largely listed as inhibitors; 320,000 compounds, 6.9% hits; P. falciparum luciferase reporter growth, 96 h; AID 504834, 2011; also: potency is read from the fitted curve at half-maximal effect; % is scaled to controls: 0 for no effect and ±100 for the full control effect
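Cell-based qHTS: luciferase-tagged P. falciparum in erythrocytes (2% hematocrit, 0.05% parasitemia final) incubated with compounds for 96 hours, 37 C, 5% CO2; luciferase detection reagent then added and luminescence measured.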
Pf growth 48h: Primary qHTS for delayed death inhibitors of the malarial parasite plastid, 48 hour incubation; Potency, µM (top dose mostly 28.7 µM), without a hit: at the highest dose activity change, negative = inhibition, hits mostly inhibitors; AID 504832, 2011; P. falciparum luciferase growth in erythrocytes, 48 h; 310,000 compounds, 5.9% hits; also: potency is read from the fitted curve at half-maximal effect; % is scaled to controls: 0 for no effect and ±100 for the full control effect
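Firefly luciferase activity from engineered P. falciparum reports growth; inhibitors lower the luminescent signal. Cultures contained 2% hematocrit erythrocytes at 0.1% final parasitemia.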
HCV inh: qHTS Assay for Inhibitors of Hepatitis C Virus (HCV); Huh7.5.1 HCVcc-Cre infection, luciferase reporter, 44 h; Potency, µM (series often up to 41.8 µM), for inactives: at the top dose activity change, negative = inhibition, usual class: inhibitors; 340,000 compounds, 3.4% hits; AID 651820, 2012; also: potency is read from the fitted curve at half-maximal effect; % is scaled to controls: 0 for no effect and ±100 for the full control effect
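Infectious HCV cell culture screen: compound-treated cells (1,000/well, pre-plated 4 h) are infected with HCVcc-Cre at roughly 0.5 moi and grown 44 h. Infection is quantified by luciferase signal after 15 min substrate incubation at room temperature.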
Active calls of the source: *; ? = inconclusive; nt = not tested or not shown; & = joins results of further samples; [ ] = remark or other dose. Unless noted, calls follow the shape of the dose curve; as a rule, active = well fitted curve in the direction sought with a large enough effect; inconclusive = small, poorly fitted or top-dose-only effect, or another doubt; inactive = no such curve, though single readings can be large; an effect the other way counts as inactive or inconclusive.

SMILES | FBPA Giardia inh | Shiga toxin inh | CHX counter | Pf growth 96h | Pf growth 48h | HCV inh
O=C(Nc1ccc2c(c1)OCO2)c1cc2ncc(Br)cn2n1 | -14% | 7 | 18 | 11% | 54%[activator] | 18%
Cc1ccc(S(=O)(=O)c2cc3c(=O)n4ccccc4nc3n(C)c2=N)cc1C | nt | 7 | -6 | ? | 6% | 16%
CCC(C)(C)NC(=O)C(c1ccccc1Cl)N(C(=O)CCC(=O)Nc1cc(C)on1)C(C)(C)C (configuration not stated) | 3% | -6 | -1 | 3% | ? | 1%
CC(=O)/C(N=Nc1nc2c([nH]1)c(=O)n(C)c(=O)n2C)=C(\C)O | -6% | 27 | -2 | 35%[activator] | 23% | -6%
c1ccc(-n2ncc3c(N4CCCCC4)ncnc32)cc1 | -2% | -7 | 13 | 125%[activator] | nt | -18%
Cc1ccc(-n2ncc3c(=O)n(CC(=O)N4CCCc5ccccc54)cnc32)cc1C | -5% | 24 | 8 | -5% | -23% | ?
CS(=O)(=O)c1ccc2c(c1)sc1nc(=O)c(/C=C3/C=CC(=O)C(O)=C3)c(N)n12 | ? | 41* | 20* | ? | 16% | 10%
CCCCCOC(=O)Cc1c(C)nc(-c2ccccc2)[nH]c1=O | 8% | -7 | -1 | ? | 1.9µM* | 23%
C=CCN(c1ccccc1)S(=O)(=O)c1cccc(C(=O)Nc2cc(C)ccn2)c1 | nt | nt | nt | ? | ? | ?
COc1ccc(S(=O)(=O)N2CCOCC2)cc1NC(=O)CN1C(=O)NC(C)(C2CC2)C1=O (configuration not stated) | nt | nt | nt | -13% | -18% | 0%
CC1=C(CO)C(=O)OC([C@@H](C)C2CC[C@H]3C4C[C@H]5O[C@]56[C@@H](O)C=CC(=O)[C@]6(C)C4CC[C@]23C)C1 (some centres not stated) | 1% | -9 | -9 | 10% | 8.3µM* | ?
CC1CC(c2ccccc2)n2nc(NC(=O)c3ccco3)nc2N1 (configuration not stated) | 1% | -8 | -8 | 8.3µM* | 12% | 2%
O=C(c1cc(-c2ccccc2)nc2ccccc12)N1CCN(C2CCS(=O)(=O)C2)CC1 (configuration not stated) | nt | nt | nt | ? | 13% | 12%
CN(CCCNC(=O)C1CCC(CNS(=O)(=O)c2ccccc2)CC1)Cc1ccccc1 (configuration not stated) | nt | -4 | -4 | 32%[activator] | 3% | 9%
CCN(Cc1ccncc1)C(=O)c1cccc(S(=O)(=O)N2CCOCC2)c1 | -3% | 5 | 7 | ? | 6% | 7%
COc1ccc(OC)c(C(=O)CSc2nnc(-c3cccnc3)n2C)c1 | -29% | 8 | -3 | 14% | ? | -11%
CN(C)C1=NC[C@H](Cc2ccccc2)N1CC1CCCCCC1 | nt | nt | nt | ? | 12µM* | ?
CCOc1ccc(C(=O)NCC(=O)OCc2cc(C(C)=O)ccc2OC)cc1 | 6% | -3 | 1 | 39%[activator] | -3% | -27%
CC(CCc1ccccc1)NC(=O)c1ccc(C(=O)NC(C)CCc2ccccc2)cc1 (configuration not stated) | 4% | -12 | -2 | -19% | nt | ?
O=C(c1ccncc1)c1ccc(N2CCN(C3CC(=O)N(Cc4cccs4)C3=O)CC2)cc1 (configuration not stated) | 0% | -9 | -3 | ? | -21% | ?
CCc1nn(CC(=O)N2CCC(C(N)=O)CC2)c(=O)c2cc3occc3n12 | nt | 7 | -10 | 2% | 18% | 9%
CCc1ccc(S(=O)(=O)N2CC(=O)Nc3ccccc32)cc1 | -2% | -15 | -6 | nt | 4% | -1%
Cc1ccc(-n2c(=O)c3c4c(sc3n(Cc3cc(=O)n5ccccc5n3)c2=O)CCC4)cc1C | -17% | -16 | -1 | ? | -4% | ?
COc1ccc(Cl)cc1NC(=O)CCN1C(=O)C2C3C=CC(C4CC34)C2C1=O (configuration not stated) | -8% | 2 | -2 | 78%[activator] | -3% | nt
COc1cc(C(=O)NC(=S)NNC(=O)[C@H]2C[C@@H]2c2ccccc2)cc(OC)c1OC | ? | -7 | 7 | 0% | 92%[activator] | -9%
SMILES | FBPA Giardia inh | Shiga toxin inh | CHX counter | Pf growth 96h | Pf growth 48h | HCV inh
CCc1nnc(SCC(=O)Nc2ccccc2)n1CC1CCCO1 (configuration not stated) | nt | -4 | -2 | 17% | 11% | nt
CC1=C(C(=O)Nc2ccccc2C(=O)NCCCN2CCN(C)CC2)SCCO1 | -1% | 14 | -5 | 14% | 24% | 17%
CCOC(=O)c1nn(-c2ccccc2)c(=O)cc1OCC(=O)Nc1ccccc1OCC | nt | nt | nt | 10% | 4% | 22%
Cn1c(=O)n(C)c2cc(NS(=O)(=O)c3ccc4c(c3)CCCC4)ccc21 | -9% | 24 | 5 | nt | -71% | ?
CC1CCCN(CCCNS(=O)(=O)c2ccc3c(c2)CCN3C(=O)C2CC2)C1 (configuration not stated) | nt | 11 | -2 | -2% | 0% | -11%
CCOC(=O)c1c(CC(C)C)csc1NC=O | -10% | -16 | -1 | ? | -8% | -2%
CCNc1ccc(Br)cc(C(=O)/C=C/c2ccc(Cl)cc2Cl)c1=O | ? | 11 | 12 | -109% | ? | 8.9µM*
CSc1nc(-c2ccco2)nn1C(=O)CCc1ccccc1 | -5% | 3 | -3 | 448%[activator] | 48%[activator] | 20%
NC(=S)N/N=C/c1coc2cc(Br)ccc2c1=O | 1% | 2 | -4 | 63%[activator] | 55%[activator] | 9%
CC1=CN2C(=N)/C(=C/c3ccc(Sc4ccc(Cl)cc4)o3)C(=O)N=C2S1 | 1% | -3 | 4 | ? | 13% | 5%
O=c1c2ccccc2[nH]c(=S)n1-c1ccc2c(c1)OCO2 | -1% | -20 | -4 | 10% | 12µM* | 3%
Cc1ccccc1Nc1nc(-c2sc(NC(=O)c3ccc([N+](=O)[O-])cc3)nc2C)cs1 | -14% | 39 | 16* | 13µM* | ? | nt
CCc1cc(N2CCOCC2)cc2c1[nH]c1ccccc12 | ? | 12 | 15 | ? | -7% | 7.1µM*
Nn1c(=O)c2ccccc2n2c(SCc3ccccc3)nnc12 | 7% | 2 | 6 | 17% | 5% | -4%
O=C(CSc1ccc2nnc(-c3ccc(Cl)cc3)n2n1)N1CCCc2ccccc21 | -10% | 24 | 17* | ? | 0% | -3%
CC(C)CCNC(=O)NC(=O)CSc1nnc(-c2ccccc2F)n1N | 5% | -6 | 2 | -1% | -4% | -4%&13%
CCN1C=C(Cc2ccccc2C)C2=C(C1)C(c1ccccc1C)C(C#N)=C(N)O2 (configuration not stated) | ? | 3 | 4 | 2.9µM* | nt | -22%
CC(NC(=O)C1C(=O)N(CCO)C2(C)CC1c1ccccc1O2)c1ccccc1 (configuration not stated) | -4% | 3 | -3 | 19% | 5% | 4%
C[C@H](NC(=O)C1CC(=O)N(c2ccc3c(c2)OCO3)C1)C(=O)NC1CCCC1 (some centres not stated) | 0% | -7 | -4 | 15% | 32%[activator] | 21%
CN(Cc1ccccc1)C(=O)CNC(=O)C12CC3CC(CC(C3)C1)C2 | nt | nt | nt | ? | -30% | 5%
CCOC(=O)C1=NN(c2ccc(Cl)cc2)C(c2ccccc2)CC1=O (configuration not stated) | 1% | 0 | -2 | ? | 9.3µM* | 9%
O=C(CN1C(=O)NC2(CCCCCC2)C1=O)N1CCCCC1 | nt | nt | nt | -11% | -8% | -19%
CCSc1nnc2c(Cl)cc(Cl)cn12 | -2% | -15 | -2 | 6% | -12% | 6%
CC(OC(=O)c1ccccc1C(=O)N(C)Cc1ccccc1)C(=O)NC1(C#N)CCCCC1 (configuration not stated) | nt | nt | nt | ? | 10µM* | -19%
O=C(c1ccccc1F)N1CCN(Cc2nc3sc4c(c3c(=O)[nH]2)CCCC4)CC1 | -6% | -4 | -2 | -24% | -23% | -6%

Part of the list above, showing only CHX counter and Pf growth 96h.
molecule | CHX counter | Pf growth 96h
CCN1C=C(Cc2ccccc2C)C2=C(C1)C(c1ccccc1C)C(C#N)=C(N)O2 (configuration not stated) | 4 | 2.9µM*
Nn1c(=O)c2ccccc2n2c(SCc3ccccc3)nnc12 | 6 | 17%

An excerpt from above in order of heavy-atom count, ascending:
SMILES | FBPA Giardia inh | Shiga toxin inh | CHX counter | Pf growth 96h | Pf growth 48h | HCV inh
CCc1cc(N2CCOCC2)cc2c1[nH]c1ccccc12 | ? | 12 | 15 | ? | -7% | 7.1µM*
CCN(Cc1ccncc1)C(=O)c1cccc(S(=O)(=O)N2CCOCC2)c1 | -3% | 5 | 7 | ? | 6% | 7%
Cc1ccc(-n2ncc3c(=O)n(CC(=O)N4CCCc5ccccc54)cnc32)cc1C | -5% | 24 | 8 | -5% | -23% | ?

Whole records as entered above:
`O=C(c1ccccc1F)N1CCN(Cc2nc3sc4c(c3c(=O)[nH]2)CCCC4)CC1` as listed: FBPA Giardia inh = -6%; Shiga toxin inh = -4; CHX counter = -2; Pf growth 96h = -24%; Pf growth 48h = -23%; HCV inh = -6%
`CCOC(=O)C1=NN(c2ccc(Cl)cc2)C(c2ccccc2)CC1=O` (configuration not stated) as listed: FBPA Giardia inh = 1%; Shiga toxin inh = 0; CHX counter = -2; Pf growth 96h = ?; Pf growth 48h = 9.3µM*; HCV inh = 9%
`CCOC(=O)c1c(CC(C)C)csc1NC=O` as listed: FBPA Giardia inh = -10%; Shiga toxin inh = -16; CHX counter = -1; Pf growth 96h = ?; Pf growth 48h = -8%; HCV inh = -2%

Going on with the list:
SMILES | FBPA Giardia inh | Shiga toxin inh | CHX counter | Pf growth 96h | Pf growth 48h | HCV inh
Cc1ccc(NC(=O)C/C(N)=N/O)cc1Cl | -3% | -10 | -1 | -9% | 3% | -11%
CN1C(=O)/C(=C/C=C/c2ccco2)C(=O)NC1=S | 16µM* | -15 | -1 | 32%[activator] | 1% | 6%
COc1ccc(N(C(=O)c2cnccn2)C(C(=O)NC2CCCCC2)c2ccc(O)cc2)cc1 (configuration not stated) | 0% | 1 | 1 | ? | -28% | ?
Cc1sc2nc(CN3CCOCC3)nc(NCCc3ccccc3)c2c1C | 0% | -22 | -6 | ? | nt | ?
COC(=O)CCSc1cc(NCCOC(C)=O)c([N+](=O)[O-])c2nonc12 | -16% | 4 | -5 | 46%[activator] | -24% | ?
O=C(CN1C(=O)CCS(=O)(=O)c2ccccc21)Nc1ccc2c(c1)OCCO2 | -11% | -2 | -2 | 2% | -12% | 8%&5%
CCN(C(=O)COC(=O)c1ccc(OCc2c(C)noc2C)cc1)c1ccccc1 | 14% | -5 | -2 | nt | -14% | -5%
COC(=O)c1ccccc1NC(=O)C1CCN(C(=O)Cc2ccccc2)CC1 | nt | -12 | -1 | 103%[activator] | ? | ?
CC(C)(C)C(=O)Nc1ccc(S(=O)(=O)N2CCCC2)cc1 | 2% | 4 | -4 | 0% | 31%[activator] | 3%
COc1cc(/C=C2/C(=O)N(c3ccc(Br)cc3)N=C2C)cc([N+](=O)[O-])c1O | -3% | -13 | -3 | 43%[activator] | 22% | nt
CSc1nc(Sc2ccc(Cl)cc2)c2ccccc2n1 | 2% | -11 | 1 | 4.7µM* | 2.6µM* | -11%
COc1cccc(NC(=O)CN(C)C(=O)Cn2c(=O)oc3ccccc32)c1 | nt | nt | nt | ? | -19% | 11%
CCCCn1nnc(NC(=S)NC(=O)c2ccc(-c3cccc(Cl)c3Cl)o2)n1 | 18% | 2 | 1 | 2% | 28% | -7%
